# Screening data as filed in PubChem BioAssay.
# TDP1 cell noCPT: qHTS for Inhibitors of human tyrosyl-DNA phosphodiesterase 1 (TDP1): qHTS in cells in absence of CPT. AID 686978, 2013. DT40 Tdp1-/- hTDP1 cells, no CPT, ATP luminescence, 48 h. Potency, µM (series often up to 46.2 µM), for inactives: at the top dose activity change, negative = growth inhibition, usual class: inhibitors. 420,000 compounds, 15% hits; also: nearly all actives have a fitted effect of over 55% in size
#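 Camptothecin absent (DMSO only). Human TDP1-complemented DT40 knockout cells, 400 cells/well, 37 °C for minimum 48 hr; ATP measured via CellTiter-Glo, 30 min dark incubation, luminescence.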
# TDP1 cell CPT: growth inhibition of DT40 Tdp1-/-;hTDP1 cells with camptothecin (screen for TDP1 inhibitors); chicken DT40 Tdp1-/-;hTDP1 cells + 20 nM CPT, ATP luminescence, 48 h; Potency, µM (titrated, usually from 46.2 µM), inactives show at the top dose activity change, negative = growth inhibition, usual class: inhibitors; 420,000 compounds, 12% hits; also: nearly all actives have a fitted effect of over 55% in size
#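 Chicken DT40 Tdp1-/- cells stably complemented with human TDP1 were seeded at 400 cells/well in medium containing 20 nM camptothecin, exposed to pin-transferred compounds, and grown at 37 °C for at least 48 hr. Viability was read as ATP luminescence.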
# KAT2A inh: blocks human GCN5L2 histone acetyltransferase; Q92830; GCN5L2 HAT assay, ThioGlo1 CoA-SH fluorescence; Potency, µM (doses to about 58.9 µM), inactives show at the top dose activity change, negative = inhibition, usual class: inhibitors; 390,000 compounds, 0.21% hits; AID 504327
# Target sequence (Q92830 whole entry, looked up): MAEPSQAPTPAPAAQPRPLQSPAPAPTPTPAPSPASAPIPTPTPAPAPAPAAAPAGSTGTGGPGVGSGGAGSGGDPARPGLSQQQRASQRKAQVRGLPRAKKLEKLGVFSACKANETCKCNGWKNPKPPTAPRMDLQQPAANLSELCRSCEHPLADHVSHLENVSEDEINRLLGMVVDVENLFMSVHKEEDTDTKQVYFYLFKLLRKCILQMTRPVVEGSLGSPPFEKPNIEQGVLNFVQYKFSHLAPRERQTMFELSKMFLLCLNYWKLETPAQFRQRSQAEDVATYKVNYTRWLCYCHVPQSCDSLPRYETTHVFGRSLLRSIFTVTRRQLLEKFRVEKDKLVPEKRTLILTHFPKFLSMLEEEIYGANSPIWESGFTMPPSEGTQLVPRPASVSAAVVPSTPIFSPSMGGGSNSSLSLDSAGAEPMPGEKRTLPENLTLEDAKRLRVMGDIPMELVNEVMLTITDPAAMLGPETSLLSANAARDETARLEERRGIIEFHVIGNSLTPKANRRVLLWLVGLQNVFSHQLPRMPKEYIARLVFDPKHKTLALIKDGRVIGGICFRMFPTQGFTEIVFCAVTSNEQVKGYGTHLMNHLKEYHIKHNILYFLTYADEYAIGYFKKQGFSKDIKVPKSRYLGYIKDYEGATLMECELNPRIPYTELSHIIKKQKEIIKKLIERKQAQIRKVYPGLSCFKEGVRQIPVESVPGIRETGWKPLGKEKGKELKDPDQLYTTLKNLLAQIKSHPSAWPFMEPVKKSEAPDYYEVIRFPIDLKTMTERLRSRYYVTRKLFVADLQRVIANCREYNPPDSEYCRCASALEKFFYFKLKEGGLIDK
#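 Preincubate 20nM GCN5L2 with compound 15 min, RT → add 50uM ThioGlo1 + 75uM H3(1-25) + 70uM acetyl-CoA → read fluorescence 0 and 20 min. Primary qHTS; fluorescent artifacts likely.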
# * marks the source's active call; other numbers are inactive results; ? = inconclusive; / = no result given. Calls follow the shape of the dose curve; as a rule, active = well fitted curve in the direction sought with a large enough effect; inconclusive = small, poorly fitted or top-dose-only effect, or another doubt; inactive = no such curve, though single readings can be large; an effect the other way counts as inactive or inconclusive. % is scaled to controls: 0 for no effect and ±100 for the full control effect; potency is read from the fitted curve at half-maximal effect.
# The line under a structure holds: TDP1 cell noCPT | TDP1 cell CPT | KAT2A inh
COc1ccc(NC(=O)C(=O)NCCC2CCCCN2S(=O)(=O)c2ccc(F)cc2)cc1 (stereo not given)
    10µM* | 21µM* | ?
CC12CC3(C)CC(C)(C1)CC(C(=O)NC1=NCCS1)(C2)C3
    ? | 23µM* | /
O=C(Nc1ccc2c(c1)nc1n2CCSC1)c1ccccc1
    -30% | -29% | -17%
CCN(C(=O)COC(=O)c1ccc(-n2c(C)ccc2C)cc1)c1c(N)n(Cc2ccccc2)c(=O)[nH]c1=O
    -18% | ? | /
CC(C)Nc1nc(Cl)nc(N(C#N)CN2C(=O)c3ccccc3C2=O)n1
    -25% | 3% | 0%
COc1cc(OC)c2c(-c3ccccc3)cc(=O)oc2c1C(CC(=O)N1CCOCC1)c1ccc2c(c1)OCO2 (stereo not given)
    ? | ? | 7%
O=C(CCSc1nc(-c2ccco2)cc(C(F)(F)F)n1)N1CCN(c2ccccn2)CC1
    16µM* | ? | -11%
O=C1c2cccc3cccc(c23)C(=O)N1c1cccc(O)c1
    -6% | -18% | -3%
CC(C)(C)NC(=O)CN(Cc1cccs1)C(=O)CCC(=O)Nc1nccs1
    6% | 6% | -3%
O=C(CN1CCN(C(c2ccccc2)c2ccccc2)CC1)N1N=CCC1c1ccccc1 (stereo not given)
    -26% | -2% | -2%
COc1ccc(-n2c(=O)c(C)nc3cnc(OC)nc32)cc1
    2% | -3% | -8%
FC(F)(F)c1ccc(CN2C[C@@H]3C(c4ccc(Cl)nc4)C4(c5ccccc5)CC3(C4)[C@H]2c2ccccc2)cc1 (stereo not given in full)
    ? | ? | 2%
c1ccc(-c2nccc3ccccc23)cc1
    3% | -4% | /
COc1ccc(N2CCN(C(=O)CSc3nc4[nH]ncc4c(=O)n3-c3ccc(Br)cc3)CC2)cc1
    ? | ? | -10%
COc1ccc(-n2nnnc2SCC(=O)Nc2ccccc2)cc1
    -28% | -14% | -6%
O=C(Nc1ccc([N+](=O)[O-])cc1)OC1CCS(=O)(=O)C1 (stereo not given)
    -22% | -16% | /
CNC(=S)SCCOc1ccccc1C
    ? | 9% | -4%
COc1ccc(OC)c(C2CC(=O)c3c([nH]c(C(=O)OCc4ccc(C)cc4)c3C)C2)c1 (stereo not given)
    0.65µM* | 4.6µM* | -23%
CSCCC(NC(=O)C1CCC(C)CC1)C(=O)NCc1ccco1 (stereo not given)
    -3% | 5% | -3%
Cc1ccc(NC(=S)Nc2cccc3ccccc23)cc1
    -12% | -28% | -6%
CN(C)C(=O)CNC(=O)C1CCCCC1
    3% | 0% | 7%
Cc1nnc(SCCn2c(N3CCC(Cc4ccccc4)CC3)nc3c2c(=O)[nH]c(=O)n3C)s1
    16µM* | ? | -1%
O=C(Nc1ccccc1C(=O)N1CCCC1)c1ccccc1
    6% | -8% | -1%
CCc1nc(N2CCN(C(=S)NCCCOC)CC2)c2c3c(sc2n1)CCCC3
    16µM* | 16µM* | -4%
CC(=O)Nc1sc2c(c1C(N)=O)CCCC2
    -5% | -2% | ?
CCOC(=O)C1(C)CCN1C(=O)c1ccoc1 (stereo not given)
    12% | -18% | /
CNC(=O)COC(=O)/C=C/c1nc2ccccc2s1
    ? | 2% | -3%
CCc1nnc2n1N=C(c1cccc([N+](=O)[O-])c1)CS2
    -13% | -20% | 1%
CC(NC(=O)NC(N)=O)(C(F)(F)F)C(F)(F)F
    -8% | 4% | -6%
Clc1ccc(C(CCN2CCCC2)Cc2ccccc2)cc1 (stereo not given)
    ? | -13% | 4%
CSc1ncccc1C(=O)NC1CCCCCCC1
    -18% | 1% | 14%
Cc1scc(C(=O)NNC(=S)NCC2CCCO2)c1-c1ccccc1 (stereo not given)
    ? | -17% | -3%
CCOc1ccc(/C(O)=C2/C(=O)C(=O)N(CCN(CC)CC)C2c2cccs2)cc1 (stereo not given)
    ? | ? | -7%
O=c1cc(CSc2ccccn2)[nH]c(=O)[nH]1
    -11% | -6% | -2%
COc1ccc(N(C)C(=O)c2nn(-c3ccc(C)cc3)c(=O)n(C)c2=O)c(OC)c1
    -9% | 0% | -8%
COC(=O)c1[nH]c2cc(OC)ccc2c1NC(=O)CCN1CCN(c2ccccc2)CC1
    ? | ? | -2%
COc1cc(-c2n[nH]c(=S)n2-c2ccc(C)cc2)cc(OC)c1OC
    -17% | 16µM* | -5%
O=C1N(Nc2ccccc2)C(c2ccc(Br)cc2)C12CCCC2 (stereo not given)
    -22% | -15% | 0%
O=C(NCC(O)c1ccc2ccccc2c1)c1c(F)cccc1F (stereo not given)
    -3% | -11% | -16%
CCc1cc(=O)oc2cc(C)cc(OC(C)C(=O)NCCCN3CCCC3=O)c12 (stereo not given)
    19% | -12% | -30%

# New compounds follow:
Compound | TDP1 cell noCPT | TDP1 cell CPT | KAT2A inh
COc1ccc(C2CC(=O)Nc3c2c(=O)nc2c(C)cccn32)cc1OC (stereo not given) | -13% | -20% | -4%
O=C(Nc1ccc(OC(F)(F)F)cc1)c1ccc(-n2cncn2)nc1 | -11% | 1% | -6%
CC(C)(C)N(C(=O)Cn1nnc(-c2ccc(F)cc2)n1)C(C(=O)NC1CCCC1)c1ccncc1 (stereo not given) | -27% | -12% | -9%
CCOC(=O)CSc1nnc(CNC(=O)c2ccc(OC)c(OC)c2)n1C | -1% | -7% | 0%
O=C(COc1ccc(F)cc1Cl)N1CCN(C(=O)c2cccs2)CC1 | -23% | -20% | -24%
Cc1cc(-c2ccccc2N)n[nH]1 | -6% | -1% | 17%
CC1CCN(C(c2ccccc2)c2sc3nc(-c4ccco4)nn3c2O)CC1 (stereo not given) | ? | ? | -4%
CCOc1cc(N2CCOCC2)c(OCC)cc1NC(=O)COc1cccc(Cl)c1 | 2.6µM* | ? | -7%
COc1cc(OC)c(NS(=O)(=O)c2c(C(=O)N3CCC(C)CC3)c(C)n(C)c2C)cc1Cl | -30% | -27% | -2%
Cc1ccc(NC2=C(c3ccc(C(F)(F)F)cc3)C(=O)c3ccccc32)cc1F | 8.2µM* | 8.2µM* | -9%
Cc1cc(=O)oc2cc(OCC(=O)NCCc3nc4ccccc4[nH]3)ccc12 | -15% | -21% | -25%
CC(C)=CCc1c(O)cc2occ(-c3ccc4c(c3)OCO4)c(=O)c2c1O | ? | ? | -2%
CCOC(=O)c1sc2nc(C)nc(SCC(=O)NC3CCS(=O)(=O)C3)c2c1C (stereo not given) | -22% | 5% | -7%
O=C(CSc1nnc(-c2ccccn2)o1)Nc1ccccc1F | -2% | -2% | -5%
O=C(Nc1ccc2c(c1)OCO2)O[C@@H]1C[C@H]2CCCC(=O)N3CC[C@@H](C1)[C@@H]23 | -24% | -19% | -2%
O=C(COc1ccc([N+](=O)[O-])cc1)Nc1nc2c(s1)CCCC2 | -20% | -5% | -4%
COc1cc(OC)c(Nc2nc3ccc(C(=O)c4ccccc4)cc3n3c(C)nnc23)cc1Cl | 0% | 12% | -5%
CCN1C(=O)[C@H]2[C@@H](c3ccc(C)cc3)N3C(=O)N(c4cccc(F)c4)C(=O)[C@@]3(Cc3ccc(Cl)cc3)[C@H]2C1=O | ? | ? | -10%
COc1ccc(C)cc1S(=O)(=O)N1CCN(C(=O)c2ncoc2-c2ccc(F)cc2)CC1 | ? | -4% | -4%
CCCc1ccc(C(O)c2ncc(-c3ccc(C)cc3)[nH]2)cc1 (stereo not given) | ? | ? | /
CC(=O)N1CC=C2C(C#N)=C(N)C(C#N)(C#N)C(CCc3ccccc3)C2C1 (stereo not given) | ? | ? | -11%
COc1ccc(CNC(=O)C(=O)NCC(c2ccc3c(c2)OCO3)N2CCOCC2)cc1 (stereo not given) | -14% | -9% | -2%
COCCCNc1ccnc2c(Cl)cccc12 | ? | ? | -2%
CCOc1ncccc1C(=O)Oc1ccc2c(c1)OCO2 | ? | ? | 0%
CNc1ncncc1-c1ccc(C(=O)N(C)C)cc1 | -1% | -3% | -13%
O=C(COC(=O)/C=C/c1ccc(Cl)cc1Cl)Nc1ccc2c(c1)OCCO2 | 3% | 0% | 0%
Cc1ccc(-n2nnnc2SCC(=O)Nc2cc(C)on2)c(C)c1 | -27% | -29% | -14%
COc1ccc(C2=NN(CCC(=O)NC3CCCCCC3)C(=O)CC2)cc1 | 15% | -7% | 1%
Cc1nc2c(OCc3ccc(F)c(F)c3)cccn2c1N(C)C(=O)CCC1CCCC1 | 16µM* | ? | /
COc1cccc(NC(=O)Cn2c(=O)n(-c3ccccc3)c(=O)c3c4c(sc32)CCCC4)c1 | ? | ? | -2%
Cc1cc(C(=O)N2CCC2(C)C(=O)Nc2cccc3c2CCCC3)nn1C (stereo not given) | ? | ? | /
CCC1CCCCN1CCNC(=O)C1CCN(S(=O)(=O)c2c(C)noc2C)CC1 (stereo not given) | -5% | 3% | 0%
CC1Sc2ccc(C(=O)Nc3cc(S(C)(=O)=O)ccc3Cl)cc2NC1=O (stereo not given) | ? | -12% | 0%
COc1ccc(C(=O)Nc2c(N)nc(SCC(=O)Nc3ccc(NC(C)=O)cc3)[nH]c2=O)cc1OC | 7% | 14% | -11%
Fc1ccccc1NC(=S)N1CCN(Cc2ccc3c(c2)OCO3)CC1 | -26% | 5% | -3%
COc1ccc(Cl)cc1NC(=O)CN(C)C(=O)C12CC3CC(CC(Cl)(C3)C1)C2 | 23µM* | ? | -9%
O=C1COc2ccc(-c3csc(-c4ccc(Cl)cc4)n3)cc2N1 | ? | ? | /
C/C(=N\NC(=O)c1nnn(-c2nonc2N)c1C(C)C)c1ccc2ccccc2c1 | ? | 9% | 1%
CCCCCNC(=O)C(c1ccc(OC)cc1)n1c(=O)c(-c2cc3ccccc3[nH]2)nc2ccccc21 (stereo not given) | ? | ? | /
CCn1nc(C)c(CN2CCCCC2C(=O)Nc2ccc(Oc3cccnc3)cc2)c1C (stereo not given) | 16µM* | 9.2µM* | ?

# Among those listed so far, these contain a cyano group:
Compound | TDP1 cell noCPT | TDP1 cell CPT | KAT2A inh
CC(C)Nc1nc(Cl)nc(N(C#N)CN2C(=O)c3ccccc3C2=O)n1 | -25% | 3% | 0%
CC(=O)N1CC=C2C(C#N)=C(N)C(C#N)(C#N)C(CCc3ccccc3)C2C1 (stereo not given) | ? | ? | -11%

# Continuation:
Compound | TDP1 cell noCPT | TDP1 cell CPT | KAT2A inh
Cc1cc2c(c(=O)o1)C(C(C)C)C(C#N)=C(N)O2 (stereo not given) | -14% | -7% | -3%
Cc1nnc(NC(=O)CCC(=O)NCc2ccco2)s1 | 1% | 14% | 2%
Cc1cc(SCC2=NNC(=O)C2)c(Cl)cc1Cl | -10% | -23% | 2%
Cc1nc(SCC(=O)N2CCc3ccccc3C2)c2c(C)c(C)sc2n1 | 16µM* | ? | -30%
Cc1ccccc1Nc1c(-c2cccc(O)c2)nc2ccc(Br)cn12 | ? | ? | -12%
Cc1nc2ccc3nc(NC(=O)c4ccco4)sc3c2s1 | -6% | -22% | /
CN1CCN(C2=C(Cl)C(=O)N(c3ccc(Cl)cc3)C2=O)CC1 | ? | ? | -9%
COc1ccc(N2C(=O)[C@@H]3[C@H](C2=O)[C@H]2C=CC=NN2[C@@H]3C(=O)Nc2ccc(Cl)cc2)cc1 | ? | ? | -26%
NCC(=O)N1CCC(C(=O)N[C@@H](Cc2c[nH]c3ccccc23)C(=O)O)CC1 | 17% | -2% | 1%
Cc1cc2c(NC(=O)Nc3ccc(C(F)(F)F)cc3)cccc2nn1 | ? | ? | -4%

# Only TDP1 cell noCPT and KAT2A inh, for some of the entries so far:
compound	TDP1 cell noCPT	KAT2A inh
Cc1nnc(NC(=O)CCC(=O)NCc2ccco2)s1	1%	2%
COc1ccc(N2C(=O)[C@@H]3[C@H](C2=O)[C@H]2C=CC=NN2[C@@H]3C(=O)Nc2ccc(Cl)cc2)cc1	?	-26%
Cc1cc(SCC2=NNC(=O)C2)c(Cl)cc1Cl	-10%	2%
Cc1cc2c(NC(=O)Nc3ccc(C(F)(F)F)cc3)cccc2nn1	?	-4%
CN1CCN(C2=C(Cl)C(=O)N(c3ccc(Cl)cc3)C2=O)CC1	?	-9%
Cc1ccccc1Nc1c(-c2cccc(O)c2)nc2ccc(Br)cn12	?	-12%
Cc1nc2ccc3nc(NC(=O)c4ccco4)sc3c2s1	-6%	/

# (cont.)
Compound | TDP1 cell noCPT | TDP1 cell CPT | KAT2A inh
CC1=N/C(=C\c2ccc3c(c2)OCO3)C(=O)N1c1ccc(C(=O)O)cc1 | ? | ? | -5%
COc1ccc(N=CC=C2OC(C)(C)C(C)(C)O2)cc1OC | -13% | -8% | -4%
S=c1nc(Cc2ccccc2)[nH]c2ccccc12 | ? | 26µM* | -1%
CCOC(=O)N1CCN(c2c(NCCc3ccc(OC)c(OC)c3)c(=O)c2=O)CC1 | -3% | -1% | -8%

# Rows are unselected; overall some 18% were active at least once.
